PLK1 PBD block – PLK1 (human) polo-box domain binding inhibition; P53350; Plk1 PBD binding of FITC phosphopeptide, fluorescence polarization; Potency, µM, without a hit: max response, negative = inhibition, actives largely listed as inhibitors; 360,000 compounds, 2.8% hits; AID 720504; note: potency is the fitted concentration of half-maximal effect; series mostly up to about 57 µM; % is set by controls: 0 for no effect and ±100 for the full control effect; nearly all actives have a fitted effect of over 65% in size
Target sequence (P53350 whole entry, looked up, the tested form may be a part): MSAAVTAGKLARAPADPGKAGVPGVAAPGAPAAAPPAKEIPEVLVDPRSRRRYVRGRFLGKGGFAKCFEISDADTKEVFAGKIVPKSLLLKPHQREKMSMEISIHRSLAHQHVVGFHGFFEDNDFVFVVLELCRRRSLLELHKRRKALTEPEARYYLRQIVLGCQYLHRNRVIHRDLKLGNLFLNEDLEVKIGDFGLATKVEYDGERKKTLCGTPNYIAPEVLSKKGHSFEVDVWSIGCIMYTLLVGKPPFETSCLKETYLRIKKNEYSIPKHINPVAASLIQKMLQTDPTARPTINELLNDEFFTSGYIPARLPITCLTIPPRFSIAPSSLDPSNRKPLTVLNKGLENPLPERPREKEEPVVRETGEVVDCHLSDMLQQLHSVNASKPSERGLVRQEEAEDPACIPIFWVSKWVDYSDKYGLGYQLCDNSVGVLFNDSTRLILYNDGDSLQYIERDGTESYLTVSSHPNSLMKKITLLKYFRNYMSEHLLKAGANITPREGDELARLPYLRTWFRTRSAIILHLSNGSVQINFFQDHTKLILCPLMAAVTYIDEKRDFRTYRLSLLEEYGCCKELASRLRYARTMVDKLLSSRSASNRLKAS
GLP-1R inv ag – acts as inverse agonist at human GLP-1 receptor; P43220; HEK293 GLP-1R CRE-luciferase, luminescence, 24 h; GLP-1R form is constitutively active; Potency, µM (titrated, usually from 38.3 µM), without a hit: at the highest dose activity change, negative = inhibition, most hits filed as inhibitors; 410,000 compounds, 1.6% hits; AID 624417; note: potency is the fitted concentration of half-maximal effect; % is set by controls: 0 for no effect and ±100 for the full control effect; nearly all actives have a fitted effect of over 55% in size
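Inverse agonism was detected as reduced cAMP-driven luciferase luminescence after 24 h compound treatment. The cells were HEK293 clones expressing constitutively active human GLP-1R with the reporter. Reporter-only and GPR119 cell lines served as counterscreen controls.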
GLP-1R agonist – agonists of human GLP-1 receptor. P43220. HEK293 GLP-1R CRE-luciferase, luminescence, 4-6 h; cells express a hypersensitive GLP-1R form. Potency, µM (titrated, usually from 45.6 µM), for the others: at the top dose activation, most hits filed as activators. 380,000 compounds, 0.007% hits; note: potency is the fitted concentration of half-maximal effect; % of control where 0% means no effect
GLP1R cytotox – cytotoxicity in counter-screen for GLP-1R inverse agonists; AID 624418; HEK293 cAMP-luciferase reporter cells, luminescence, 24 h; 410,000 compounds, 0.13% hits; Potency, µM (titrated, usually from 38.3 µM), without a hit: at the highest dose activity change, negative = inhibition, actives largely listed as inhibitors;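 note: loss of luciferase light is scored as toxicity; potency is the fitted concentration of half-maximal effect; % is set by controls: 0 for no effect and ±100 for the full control effect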
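1536-well qHTS counterscreen of the MLSMR; 200 cells/uL, 12 h pre-incubation, 23 nL cpd, 24 h at 37 deg C 5% CO2, luciferase detection reagent, 12 min RT, luminescence. Inhibition = undesired.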
WRN inhibitor – inhibitors of human WRN helicase; Q14191; WRN helicase unwinding, fluorescent forked duplex, kinetic; Potency, µM (top dose mostly 114 µM), for the others: at the top dose activity change, negative = inhibition, hits mostly inhibitors; 360,000 compounds, 0.46% hits; AID 651768; note: potency is the fitted concentration of half-maximal effect; % is set by controls: 0 for no effect and ±100 for the full control effect; nearly all actives have a fitted effect of over 55% in size
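WRN at 20 nM final was preincubated with compound for 15 min at room temperature; reaction started with 100 nM forked duplex oligonucleotide carrying fluorophore and quencher plus 2 mM ATP (final). Unwinding followed kinetically by red fluorescence (ex 525/em 598 nm).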
DRD3 antagonist – D3 dopamine receptor (human) antagonism; D3R cells, DiscoveRx beta-arrestin luminescence, antagonist mode; stronger effect = lower value; P35462; AID 652054; max response, negative = inhibition, %; 360,000 compounds, 2.5% hits; in the data active = max response below about -50%; inconclusive = no clear call, values can overlap the other calls; note: % is set by controls: 0 for no effect and ±100 for the full control effect; mostly tested at two doses, the higher about 12 µM
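Cells plated overnight at 1500 cells/well, then exposed to library compounds with dopamine controls for 90 minutes at 37 degrees C. DiscoveRx reagent added for 30–60 minutes at room temperature; luminescence read, quantitative HTS format.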
IL2 activator – activates IL-2 in a cell-based reporter assay; IL-2 activation reporter assay, cell-based qHTS; stimulated with anti-CD3/CD4/CD28 beads; in transgenic mouse T cells; activation, % (series mostly up to about 46 µM); 360,000 compounds, 0.065% hits; AID 652025; in the data active = activation above about 50%; inconclusive = mostly about 30% to 49%; note: 0% is about no effect
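First, unstimulated transgenic mouse T cells were exposed to compound for 60 min. Next, anti-CD3/anti-CD4-coated beads with anti-CD28 were added. Finally, after 18 h at 37 degrees C, EGFP and DsRed were imaged.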
D3 ag – D3 dopamine receptor (human) agonism. max activation, %. 410,000 compounds, 0.58% hits. P35462. D3R DiscoveRx beta-arrestin cells, luminescence, 90 min. AID 652048; in the data active = max activation above about 30%; note: 0% is about no effect; mostly tested at two doses, the higher about 12 µM
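Cells at 1500/well, incubated overnight, then treated with pinned compounds (dopamine as control) for 90 min at 37 degrees C. DiscoveRx reagent added for 30 - 60 minutes at room temperature; luminescence read.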
PI5P4Ka inh – inhibitors of human PI5P4K alpha; max response, %; PI5P4Kalpha enzyme, ADP-Glo luminescence, 60 min; stronger effect = lower value; 330,000 compounds, 1.2% hits; P48426; AID 652105; active = max response of -50% or lower; inconclusive = between -30% and -50%; inactive = -30% or higher; note: value at the top dose of about 77 µM; % is set by controls: 0 for no effect and ±100 for the full control effect
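Human PI5P4Kalpha with substrate in 0.038 M HEPES pH 7.4, 0.28 mM EGTA, 0.1% CHAPS, 5% DMSO; reaction started with 5 microM ATP (final), 60 min at room temperature. ADP formed read by ADP-Glo luminescence.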
Active calls of the source: *; ? = inconclusive; . = not tested or not shown; [ ] = dose if it differs, or a comment. Unless noted, calls come from the whole dose curve; as a rule, active = well fitted curve in the direction sought with a large enough effect; inconclusive = small, poorly fitted or top-dose-only effect, or another doubt; inactive = no such curve, though single readings can be large; an effect the other way counts as inactive or inconclusive. An unsorted share of the library, and some 7.8% of all compounds hit somewhere here.

SMILES | PLK1 PBD block | GLP-1R inv ag | GLP-1R agonist | GLP1R cytotox | WRN inhibitor | DRD3 antagonist | IL2 activator | D3 ag | PI5P4Ka inh
CN(C(=O)COC(=O)CNC(=O)CNC(=O)c1ccc(Cl)cc1Cl)c1ccccc1 | -18% | 7% | 2% | -1% | 10% | -7 | 0.9 | 1 | 8
CCc1cc2c(=O)oc(-c3ccc(Br)cc3)nc2s1 | -3% | 3% | -4% | 4% | 2% | -5 | 0.0 | -7 | 3
O=C(C1CCN(Cc2ccc(Cl)cc2)CC1)N1CCN(C(c2ccccc2)c2ccccc2)CC1 | -5% | 4µM* | -4% | ? | -35% | -27 | -0.6 | -13 | -1
O=C(CSc1ccc2ccccc2n1)NCc1ccc2c(c1)OCO2 | 24µM* | 31%[activator][7.66 µM] | 8% | -1%[7.66 µM] | 5% | 1 | 0.9 | 1 | -13
Cc1cc(C)c(-n2c(SCC(=O)N3CCOCC3)n[nH]c2=O)c(C)c1 | -3% | 4% | -4% | 4% | -2% | 10 | 1.6 | -7 | -1
O=C(NCc1ccc(-c2csnn2)cc1)c1cccs1 | -7% | 1% | 18% | 7% | 8% | -51* | 0.5 | -7 | -3
C/C(Cn1cnc([N+](=O)[O-])n1)=N\NC(=O)c1ccc(F)cc1 | -1% | -12% | -6% | 6% | -1% | 2 | 3.5 | -10 | -4
COc1ccc([N+](=O)[O-])cc1NC(=O)CC(C)c1ccccc1 (stereo not given) | -9% | ? | -8% | 9% | 4% | -23 | -2.6 | -6 | 8
Cc1cc(C)n(-c2ccc(NC(=O)C3CCCCN3C(=O)c3occc3C)cc2)n1 (stereo not given) | -2% | 4% | -6% | -3% | 15% | 7 | -1.3 | -8 | 0
CCOC(=O)Cc1csc(NC(=O)C(CC(C)C)NC(=O)C2CCCCC2)n1 (stereo not given) | -21% | ? | 4% | 1% | -4% | -1 | -3.6 | -6 | 2
COc1cccc(-c2csc(N3CCN(C(=S)Nc4ccc(Cl)cc4)CC3)n2)c1 | -7% | ? | 0% | 5% | -11% | 20 | -0.7 | 6 | .
O=S(=O)(/C=C/c1ccccc1)Nc1cccc(S(=O)(=O)NC2=NCCC2)c1 | -4% | 13% | 4% | -12% | 3%[57.1 µM] | 6 | -0.7 | -5 | -6
O=C(CN1CCN(S(=O)(=O)N2CCCCCC2)CC1)Nc1cc(Cl)ccc1Cl | 4% | 0% | 2% | -2% | -5% | -5 | -0.6 | -2 | 0
COc1nccnc1NS(=O)(=O)c1ccc(NC(=S)NC(=O)c2ccc(F)cc2)cc1 | -10% | 9% | -2% | 1% | -18% | -65* | -3.4 | -7 | -7
COc1ccc(CN2CCN(C(C)C(=O)NC(C)c3ccc(F)cc3)CC2)cc1F (stereo not given) | -3% | ? | 12% | -7% | -4% | 6 | 1.4 | -6 | -6
Cc1ccc(Nc2nc3ccccc3nc2Nc2c(C)n(C)n(-c3ccccc3)c2=O)cc1 | -6% | 6% | 3% | -1% | 1% | -5 | 0.8 | 7 | 1
Cc1ccc(NC(=O)CCc2nc3ccccc3[nH]2)cc1C | -10% | 27% | 10% | 1% | 9% | -3 | -0.6 | -14 | -1
O=S(=O)(O)c1nc2ccccc2n1Cc1ccc(Cl)cc1Cl | -16% | 10µM* | -7% | -2% | -3% | -3 | -0.3 | 1 | 0
CCOc1ccc(N/C(N)=N/c2nc(C)cc(C)n2)cc1 | -2% | -24% | -1% | -10% | 26% | 3 | -1.0 | 9 | -8
O=C(Nc1ncc(Cc2cc(Cl)ccc2Cl)s1)c1ccc([N+](=O)[O-])cc1 | 0% | 10% | 3% | 11% | -4% | ? | -2.9 | -1 | 3

Full records from above:
Entry for CCOc1ccc(N/C(N)=N/c2nc(C)cc(C)n2)cc1 → PLK1 PBD block: -2%; GLP-1R inv ag: -24%; GLP-1R agonist: -1%; GLP1R cytotox: -10%; WRN inhibitor: 26%; DRD3 antagonist: 3; IL2 activator: -1.0; D3 ag: 9; PI5P4Ka inh: -8
Entry for O=C(CN1CCN(S(=O)(=O)N2CCCCCC2)CC1)Nc1cc(Cl)ccc1Cl → PLK1 PBD block: 4%; GLP-1R inv ag: 0%; GLP-1R agonist: 2%; GLP1R cytotox: -2%; WRN inhibitor: -5%; DRD3 antagonist: -5; IL2 activator: -0.6; D3 ag: -2; PI5P4Ka inh: 0

(continued)
SMILES | PLK1 PBD block | GLP-1R inv ag | GLP-1R agonist | GLP1R cytotox | WRN inhibitor | DRD3 antagonist | IL2 activator | D3 ag | PI5P4Ka inh
CN(C)S(=O)(=O)N(Cc1ccc(Br)cc1)c1ccccc1 | 0% | 0% | 5% | 0% | -6% | 8 | -0.7 | 4 | .
COC(=O)[C@]12CCCCC=C1N(Cc1ccc(Cl)cc1Cl)C(=O)[C@H](CC(=O)N1CCN(C(=O)C3CC3)CC1)C2 | -4% | ? | 10% | -6% | -2% | 38 | -0.3 | 3 | 15
CCOC(=O)CNC(=O)CNC(=O)Cn1ccc2ccccc2c1=O | -17% | 3% | 1% | -5% | 4% | 6 | -0.6 | 4 | 0
O=C(NCc1ccccn1)c1cc(-c2ccc(Br)cc2)nc2ccccc12 | -4% | 0% | 34% | 4% | -4% | 12 | 1.2 | -2 | 0
Cc1cc(N(C)NC(=S)Nc2ccccc2)nc(C)n1 | -1% | 13% | -2% | 8% | 7% | 9 | -2.4 | 0 | -7
CCOCCCNC(=O)CSCc1nc(-c2ccc(SC)cc2)oc1C | 30µM* | -25% | 11% | 4% | 3% | 14 | -2.0 | 0 | 6
Cc1ccn(CC(=O)NC2CCCN(Cc3ccccc3F)C2)n1 (stereo not given) | -2% | -3% | 4% | -1% | -2% | 4 | 1.0 | 2 | 4

Reformatted with two lines to a compound: part of the list above.
Fields: PLK1 PBD block | GLP-1R inv ag | GLP-1R agonist | GLP1R cytotox | WRN inhibitor | DRD3 antagonist | IL2 activator | D3 ag | PI5P4Ka inh
COC(=O)[C@]12CCCCC=C1N(Cc1ccc(Cl)cc1Cl)C(=O)[C@H](CC(=O)N1CCN(C(=O)C3CC3)CC1)C2
  -4% | ? | 10% | -6% | -2% | 38 | -0.3 | 3 | 15
Cc1ccn(CC(=O)NC2CCCN(Cc3ccccc3F)C2)n1 (stereo not given)
  -2% | -3% | 4% | -1% | -2% | 4 | 1.0 | 2 | 4
CCOCCCNC(=O)CSCc1nc(-c2ccc(SC)cc2)oc1C
  30µM* | -25% | 11% | 4% | 3% | 14 | -2.0 | 0 | 6

Assay outcomes: PubChem, National Center for Advancing Translational Sciences (NCATS)
